Glyco luc inh: blocks N-linked glycosylation in D54 reporter cells. reporter increase, % at 12.5 µM. D54 ERlucT glycosylation luciferase reporter, 24 h; percent of 100 nM tunicamycin response. 360,000 tested, 0.23% active;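 active = mean luciferase reporter signal, scaled so untreated is 0 and the glycosylation-blocking control 100, at or above a set limit in every replicate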;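 note: luciferase carries N-glycosylation sites so blocking glycosylation raises the light; 0% = median of neutral control wells and 100% = median of 100 nM tunicamycin wells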
ABHD5 PLIN5 PPI: ABHD5-PLIN5 protein interaction inhibition; 360,000 tested, 0.78% active; Q00G26+Q8WTS1; Split G. princeps luciferase complementation, luminescence, 4 h; inhibition, % at 4 µM;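 active = inhibition above the mean inhibition across every tested compound plus 3 SD, cut at about 22% in these data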;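 note: 0% = DMSO only wells and the 100% control is not disclosed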
MC4R antag cAMP: blocks human MC4R cAMP signaling; MC4R-expressing cells, MTII-stimulated cAMP, LANCE TR-FRET; inhibition, % at 6.5 µM; 360,000 tested, 0.48% active; P32245; AID 540295;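 active = inhibition above its plate's cutoff, the mean of tested wells on that plate plus 3 SD, cut at about 29% in these data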;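 note: 0% = Melanotan II alone and 100% = Melanotan II plus saturating MCL0020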
Target sequence (P32245 whole entry, looked up): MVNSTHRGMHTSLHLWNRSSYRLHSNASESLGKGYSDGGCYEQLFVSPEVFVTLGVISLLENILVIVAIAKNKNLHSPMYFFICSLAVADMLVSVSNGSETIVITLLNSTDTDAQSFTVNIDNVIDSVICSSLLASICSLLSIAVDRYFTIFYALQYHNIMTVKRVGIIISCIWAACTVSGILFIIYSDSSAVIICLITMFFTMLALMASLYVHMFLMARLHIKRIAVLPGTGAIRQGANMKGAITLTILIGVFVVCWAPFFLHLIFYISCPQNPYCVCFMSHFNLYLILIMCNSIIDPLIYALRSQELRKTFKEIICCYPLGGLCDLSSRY
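Assay system: U2OS-MC4R stable cell line; Also added: Melanotan II; Technique: Eu-cAMP/anti-cAMP TR-FRET, emission 671 nm; Times: 30-min compound, 1-h challenge, 1-h detection, room temperature.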
PDI turbidity: inhibitors of human protein disulfide isomerase | P07237 | PDI insulin aggregation turbidity, A650, 90 min | inhibition, % at 10 µM | 350,000 tested, 0.052% active | AID 588391;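 active = mean inhibition across replicates of 30% or more, whatever share of single replicates reach that level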;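 note: absorbance from insulin aggregation driven by PDI reduction with DTT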
Granule exo inh: blocks lytic granule exocytosis. TALL-104 LAMP-1 surface exposure, flow cytometry; cells stimulated with thapsigargin and PMA. inhibition, % at 10 µM. 360,000 tested, 0.66% active;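 active = inhibition above about 55%, limit read from the data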
HTR2A ag: mouse HTR2A agonism via beta-arrestin recruitment | P35363 | CHO-K1 mHTR2A beta-arrestin complementation, luminescence; percent of 30 µM serotonin response | activation, % at 7.6 µM | 360,000 tested, 0.66% active | AID 624169;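 active = activation above a run cutoff, the mean activation of all tested compounds plus 3 SD, cut at about 14% in these data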;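 note: 0% = plate median of compound wells and 100% = 30 µM serotonin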
Target sequence (P35363 whole entry, looked up): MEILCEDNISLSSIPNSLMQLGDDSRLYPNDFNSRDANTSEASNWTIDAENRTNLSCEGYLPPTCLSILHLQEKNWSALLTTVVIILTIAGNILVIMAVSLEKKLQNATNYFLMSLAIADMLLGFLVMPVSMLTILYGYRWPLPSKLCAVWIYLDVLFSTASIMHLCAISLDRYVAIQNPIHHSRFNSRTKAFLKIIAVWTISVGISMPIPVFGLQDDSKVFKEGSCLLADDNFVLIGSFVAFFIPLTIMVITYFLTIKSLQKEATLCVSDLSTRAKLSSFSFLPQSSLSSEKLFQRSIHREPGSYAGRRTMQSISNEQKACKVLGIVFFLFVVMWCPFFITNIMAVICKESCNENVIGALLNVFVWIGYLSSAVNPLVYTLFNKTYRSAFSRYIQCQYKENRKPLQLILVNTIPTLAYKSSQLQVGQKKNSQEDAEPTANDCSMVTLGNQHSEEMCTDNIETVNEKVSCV
H9c2 protect: modulators protecting cardiomyocytes from myocardial damage. H9c2 cardiomyocytes, H2O2 injury protection, ATPLite, 2 h. 360,000 tested, 0.63% active. protection from H2O2 cell death, % at 20 µM;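 active = compounds giving at least 50% protection of heart cells from peroxide-induced death in the single-dose screen, raw or plate-pattern-corrected value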;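 note: 0% = DMSO wells with peroxide and 100% = DMSO wells without peroxide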
ABCB6 inh 2: blocks the human ABCB6 transporter; 360,000 tested, 0.19% active; fluorescence ratio to DMSO, % at 10 µM; Q9NP58; K562-ABCB6 porphyrin accumulation, flow cytometry, 1 h; hits give low values; AID 602162;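 active = fluorescence ratio to DMSO below 75%, the collection mean minus 3 SD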;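 note: signal is porphyrin accumulated inside mitochondria; 100% equals median channel fluorescence of DMSO control wells; lower ratio means ABCB6 inhibition with less porphyrin fluorescence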
MC4R barr agon: agonists of human melanocortin 4 receptor (MC4R) beta-arrestin; P32245; U2OS MC4R beta-arrestin complementation, luminescence; percent of melanotan II response, DMSO zero; activation, % at 8.9 µM; 360,000 tested, 0.98% active; AID 540308;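 active = activation above a per-plate cutoff, the mean activation of sample wells on that plate plus 3 SD, cut at about 8% in these data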
CaV13 FRET inh: Primary screen for inhibitors of IQ motif and Ca2+-dependent inactivation inhibitor domain binding in CACNA1D, Förster resonance energy transfer in living cells, …; HEK cells, CFP/YFP FRET ICDI-IQ, plate reader, 10 min; percent FRET-ratio fall versus neutral wells; inhibition, % at 12.3 µM; 340,000 tested, 0.098% active; AID 743397;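 active = mean replicate inhibition of at least 30% and at least 1% of replicates passing that level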;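 note: 0% = median of the neutral control wells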
* hit, by the source's call; / = no result given. The order is random. About 4.2% of those tested had a hit in this group.

SMILES | Glyco luc inh | ABHD5 PLIN5 PPI | MC4R antag cAMP | PDI turbidity | Granule exo inh | HTR2A ag | H9c2 protect | ABCB6 inh 2 | MC4R barr agon | CaV13 FRET inh
O=C(Nc1ccccc1C(=O)N/N=C/c1ccco1)c1ccccc1Cl | -1 | -3 | 2 | 2 | -3 | -1 | 2 | 94 | 2.2 | -5
COc1ccc(CNc2nc3ccccc3n2Cc2ccccc2)cc1OC | -1 | 9 | 2 | 16 | 11 | 1 | -14 | 107 | -0.3 | /
COc1cc(OC)cc(C(=O)NC(C)CNc2ccc(Cl)cc2[N+](=O)[O-])c1 (stereo unspecified) | 3 | 0 | 0 | 11 | 32 | -7 | -4 | 100 | -3.6 | -19
Cc1c(OCC(F)(F)F)ccnc1CSc1nc2ccccc2[nH]1 | / | -5 | -19 | 5 | -1 | 0 | -22 | 88 | -1.3 | -6
Cc1nc2cc(N)ccc2n1-c1ccccc1 | -1 | 2 | 5 | -10 | 0 | 3 | -4 | 99 | -2.2 | -6
COc1cccc(-c2cc(C(F)(F)F)nc(-n3ccc([N+](=O)[O-])n3)n2)c1 | 2 | -7 | 7 | 0 | -6 | 0 | 10 | 97 | -0.6 | -7
CCc1nc(Nc2ccc(NC(C)=O)cc2)c2oc3ccccc3c2n1 | 13 | -11 | 4 | -2 | -10 | 0 | 37 | 81 | -0.1 | -17
CC1(C)C=Cc2cc3ccc(=O)oc3cc2O1 | -1 | -7 | 8 | / | -4 | -7 | -4 | 107 | -1.0 | /
CCOC(=O)c1ccc(NC(=O)c2cccc(S(=O)(=O)N3CCN(C(C)=O)CC3)c2)cc1 | 2 | -3 | 14 | 2 | -14 | 7 | -6 | 97 | -0.5 | -4
COC(=O)COc1ccc(S(=O)(=O)N2CCOCC2)cc1 | 0 | 6 | 15 | -9 | 0 | -2 | 19 | 96 | -1.7 | -4
Cc1nc2ccccc2c(=O)n1NC(=O)c1ccc(Cl)c(Cl)c1 | 1 | -2 | 0 | -4 | 8 | -7 | 9 | 94 | -1.2 | -5
Cn1c(Cn2cnc3ccccc32)nnc1SCc1ccccc1 | 1 | 1 | -2 | 0 | 0 | 4 | -2 | 92 | -1.7 | -5
Cc1ccc(NC(=O)c2cc(C(C)(C)C)nn2Cc2ccccc2)cc1 | -11 | -10 | 9 | -1 | 7 | 2 | 4 | 99 | 3.2 | -5
Cc1sc(NC(=O)c2cccs2)nc1-c1ccccc1 | 12 | -6 | 9 | -3 | -1 | 0 | -5 | 99 | 7.7 | -4
O=c1c(Cc2ccc(F)cc2)c(O)ccn1Cc1ccc(F)cc1 | 3 | 3 | 1 | 0 | 5 | 0 | 13 | 91 | -4.7 | -4
COc1ccc(C(=O)N[C@H](C(=O)N2CCN(c3ccccc3F)CC2)C(C)C)cc1 | 2 | 5 | -4 | -6 | -2 | -2 | 1 | 97 | -2.3 | -6
CC(Oc1ccccc1)C(=O)Nc1ccc(S(=O)(=O)N2CCCC2)cc1 (stereo unspecified) | -1 | -2 | 3 | -1 | 3 | 0 | -3 | 98 | -0.8 | -4
CCC(C)OC(=O)C1=C(C)NC(=O)CC1c1ccccc1OC (stereo unspecified) | 5 | 3 | 1 | 7 | -2 | 0 | -13 | 91 | 0.8 | /
COc1ccc(-n2c(C)cc(C(=O)Cn3c(NCCO)nc4ccccc43)c2C)cc1 | -2 | 11 | -3 | -3 | 5 | -4 | 0 | 93 | -1.1 | -7
CCCn1c(NCc2cc(OC)ccc2OC)nc2ccccc21 | -1 | 1 | 8 | 4 | -4 | -7 | -2 | 94 | -2.7 | -3
Cc1ccc(NC(=O)c2nc[nH]c2C(=O)N2CCN(c3ccccc3)CC2)cc1 | 2 | -5 | 15 | -2 | -2 | 3 | -9 | 92 | 1.0 | -7
CCN(c1ccccc1)S(=O)(=O)c1ccc2c(c1)C(C)(C)C(=O)N2C | 3 | 1 | -1 | / | -13 | -1 | 16 | 103 | 0.1 | /
CCN1CCc2c(sc3c2c(NCc2ccco2)nc2nnnn23)C1 | 0 | 17 | -9 | 3 | -1 | -3 | 6 | 98 | -0.5 | -5
CCC(C)(C)C1CCC2(CC1)NC(=O)N(CC(=O)Nc1cc(C(F)(F)F)ccc1N1CCOCC1)C2=O (stereo unspecified) | -5 | 2 | 5 | -9 | 15 | 0 | 16 | 99 | -2.4 | -5
CC1CC(C)CN(C(=O)CCC(=O)Nc2nnc(C3CCCCC3)s2)C1 (stereo unspecified) | 2 | 3 | -1 | -2 | -13 | 0 | -3 | 87 | -0.2 | -5
Cc1occc1-c1nnc(SCC(=O)c2ccccc2)n1CC1CCCO1 (stereo unspecified) | 2 | 3 | -2 | 1 | -2 | 0 | -2 | 85 | -2.4 | -4
CCCCOCCCNC(=O)N[C@@H](CCSC)C(=O)OC | 0 | -3 | 4 | 0 | 0 | -3 | -2 | 102 | -2.4 | -3
COCCOc1ccc(C(F)(F)F)cc1NC(=O)COC(=O)c1cc([N+](=O)[O-])ccc1N1CCOCC1 | 8 | 2 | 6 | -5 | 6 | -5 | -1 | 95 | -1.6 | -4
Cc1ccc(C(=O)NC2CCN(S(=O)(=O)c3ccc(F)cc3)CC2)cc1 | 0 | -2 | -6 | -3 | 12 | 4 | -1 | 99 | -1.6 | -2
CCc1sc(C(=O)N2CCN(S(C)(=O)=O)CC2)cc1Br | -1 | -11 | 7 | 4 | -1 | 0 | 2 | 96 | -0.8 | -5
CS(=O)(=O)Nc1cccc(NC(=O)C2Cc3c(-c4cccc(C(N)=O)c4)ccnc3O2)c1 (stereo unspecified) | 0 | -2 | -2 | 3 | -6 | -3 | 6 | 61* | -2.0 | -11
CC1=NC(=O)C(N=Nc2ccccc2)N1c1ccccc1 (stereo unspecified) | 2 | -2 | 0 | 0 | -2 | -5 | -10 | 103 | 1.3 | /
CC1CC(=S)Nc2ccccc2N1C(=O)Nc1ccccc1 (stereo unspecified) | 2 | -1 | -1 | -3 | 0 | 1 | 4 | 103 | -0.9 | -4
CCn1c(CN2CCOCC2)nnc1SCC(=O)Nc1ccccc1C | 1 | -3 | 7 | 5 | -2 | -2 | -1 | 100 | 0.5 | -5
COCCNC(=O)C1(C)CCCN(C(=O)c2cc(C)oc2C)C1 (stereo unspecified) | 1 | 11 | 4 | 20 | -6 | 8 | 1 | 95 | -2.6 | -6
Cc1ccc(CNC(=O)CN2C(=O)NC(C)(c3ccc(Cl)cc3)C2=O)cc1 (stereo unspecified) | 0 | -8 | 4 | 1 | 2 | 1 | -4 | 110 | -1.2 | -21
Cc1nc(NC(=O)CSc2nc3cccnc3n2C2CCCCC2)sc1C | 1 | -2 | -3 | -3 | -5 | 4 | 4 | 100 | 9.6* | /
COc1cc(SC)ccc1C(=O)Nc1ccc(C)cc1C | 3 | / | / | 9 | 1 | / | -5 | 99 | / | -2
CCOC(=O)c1cc(OC(=O)c2cccs2)n(-c2ccccc2)n1 | -1 | 8 | 9 | 0 | -1 | 4 | 5 | 99 | -1.9 | -7
Cc1ccc(S(=O)(=O)N/N=C(\c2ccccc2)c2cccnc2)cc1 | 2 | 0 | -2 | -8 | 0 | -3 | -2 | 97 | -2.4 | -4
CCCn1c(N)c(C(=O)CSc2nc(N)cc(=O)[nH]2)c(=O)n(C)c1=O | 1 | -3 | 2 | 2 | -3 | 4 | 3 | 98 | 0.1 | -2
CCc1[nH]c(=S)c(C#N)c(-c2ccccc2)c1C(=O)OC | 0 | -1 | -6 | 1 | -2 | 0 | 6 | 97 | -0.4 | -3
CCN(C(=O)Cn1c(=O)oc2ccccc21)c1c(N)n(Cc2ccccc2)c(=O)[nH]c1=O | 1 | -2 | 6 | -3 | 1 | -15 | 10 | 103 | 3.8 | -3
CCOc1ccc(CN2CCN(CC(O)Cn3c4ccccc4c4ccccc43)CC2)cc1 (stereo unspecified) | -1 | 3 | 5 | 6 | 0 | 2 | -2 | 97 | -0.8 | -5
O=C(C[n+]1cccc(C(=O)Nc2ccccc2)c1)c1ccc([N+](=O)[O-])cc1 | 4 | 7 | -5 | 5 | 3 | -7 | -8 | 99 | -1.3 | -8

Assay outcomes deposited in PubChem by several laboratories.
